LDHA block – inhibitors of human lactate dehydrogenase A | P00338 | purified LDHA, NADH/diaphorase-resazurin fluorescence; active compounds read low | activity change, % (values are at about 110 or 230 µM) | 480,000 tested, 0.15% active | AID 1347041; in the data active = activity change below about -30%; inconclusive = mostly about -25% to -30%;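 note: plate controls were DMSO wells for no effect and wells without enzyme for full effect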
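Resorufin fluorescence (ex540/em590), read at 0 and 20 min after diaphorase/resazurin addition, reports the NADH left after a 5 min room-temperature reaction of 2 nM human LDH5 with 0.06 mM NADH and 0.2 mM pyruvate.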
12-LOX inh – blocks human arachidonate 12S-lipoxygenase; P18054; purified 12hLO, xylenol orange hydroperoxide absorbance; Potency, µM (series often up to 108 µM), for inactives: top-dose activity change, negative = inhibition, actives largely listed as inhibitors; 580,000 tested, 1.1% active; active = well fitted inhibition curve with a large enough effect; inconclusive = small, poorly fitted or top-dose-only effect, or another doubt; inactive = no such curve, though single readings can be large or run the other way; note: potency is the fitted concentration of half-maximal effect
Target sequence (P18054 whole entry, looked up): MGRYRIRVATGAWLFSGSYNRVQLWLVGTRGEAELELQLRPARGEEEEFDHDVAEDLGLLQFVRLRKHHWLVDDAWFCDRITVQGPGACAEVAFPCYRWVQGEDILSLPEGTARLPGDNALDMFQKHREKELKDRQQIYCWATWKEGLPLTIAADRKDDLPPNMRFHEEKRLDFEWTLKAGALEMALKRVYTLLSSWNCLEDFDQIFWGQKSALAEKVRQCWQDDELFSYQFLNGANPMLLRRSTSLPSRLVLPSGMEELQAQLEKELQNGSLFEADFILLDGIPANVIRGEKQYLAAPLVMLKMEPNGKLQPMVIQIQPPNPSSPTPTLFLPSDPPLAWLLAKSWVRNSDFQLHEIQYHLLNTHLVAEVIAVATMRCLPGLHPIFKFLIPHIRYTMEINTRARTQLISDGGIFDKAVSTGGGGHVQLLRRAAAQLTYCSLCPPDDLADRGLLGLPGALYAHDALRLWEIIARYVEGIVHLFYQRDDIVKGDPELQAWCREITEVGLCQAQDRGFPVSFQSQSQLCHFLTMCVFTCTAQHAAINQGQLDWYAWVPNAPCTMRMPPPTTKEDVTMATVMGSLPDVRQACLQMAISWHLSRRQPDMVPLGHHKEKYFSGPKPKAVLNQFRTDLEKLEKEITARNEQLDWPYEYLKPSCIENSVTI
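Hydroperoxide product was detected by ferrous iron/xylenol orange as the 573 to 405 nm absorbance ratio. Arachidonic acid at 40 uM (final) was turned over for 30 min at room temperature by 150 nM human 12hLO, pH 7.0 Hepes buffer, after 15 min compound preincubation.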
An asterisk follows results filed as active; u = inconclusive; [ ] = remark or other dose. Unless noted, % is set by controls: 0 for no effect and ±100 for the full control effect.

SMILES | LDHA block | 12-LOX inh
Cc1ccsc1C(=O)NC(CC(=O)O)c1cccs1 (stereo unspecified) | -3 | 36%[activator]
CC1Cc2cc(C(=O)c3cc4cc(Cl)ccc4o3)ccc2N1S(C)(=O)=O (stereo unspecified) | 7 | 16%
C=C(Br)CNC1CCCCC1 | 10 | u
CC(C)(N)c1nnnn1-c1ccc2c(c1)OCO2 | 2 | 20%
COc1ccc(CNC(=O)c2cccc(C)c2C)cc1C(=O)O | -10 | -14%
O=C(CSc1ccc2c(c1)OCCCO2)Nc1ccccc1C(=O)c1ccccc1 | 5 | 27%
COc1ccc(Cc2c(-c3cccc(Cl)c3)nc3cc(C)c(Br)c(C)n23)c(C)c1 | -2 | u
COC(=O)c1ccc(COc2ccc(/C=C(\C#N)C(=O)Nc3ccccc3C(F)(F)F)cc2)cc1 | 5 | -19%
COc1ccc(CCNC(=O)c2sc(NCC(C)C)nc2C)cc1 | 5 | 2%
CCOc1ccc(NC(=O)CSC2=C(C#N)C(c3ccccc3Cl)C(C(C)=O)=C(C)N2)cc1 (stereo unspecified) | 5 | 32µM*
COC(=O)C[C@@H]1OC[C@H](C(C)C)N1S(=O)(=O)c1ccc(C)cc1 | -6 | 20%
CSc1ccc(C(=O)O)s1 | 0 | u
COc1ccccc1-n1ccn2c(SCC(=O)N3CCN(c4ccccc4F)CC3)nnc2c1=O | -1 | -5%
COC(=O)[C@]12CCCCC=C1N(CCc1ccc(OC)c(OC)c1)C(=O)[C@H](CC(=O)N1CCCC1)C2 | -1 | -14%
O=C(O)C12CC3CC(C(=O)O)(C1)CC(C(=O)O)(C3)C2 | 1 | -22%

A second format for some results above:
LDHA block	12-LOX inh	Molecule
-2	u	COc1ccc(Cc2c(-c3cccc(Cl)c3)nc3cc(C)c(Br)c(C)n23)c(C)c1
5	-19%	COC(=O)c1ccc(COc2ccc(/C=C(\C#N)C(=O)Nc3ccccc3C(F)(F)F)cc2)cc1
5	2%	COc1ccc(CCNC(=O)c2sc(NCC(C)C)nc2C)cc1
5	32µM*	CCOc1ccc(NC(=O)CSC2=C(C#N)C(c3ccccc3Cl)C(C(C)=O)=C(C)N2)cc1 (stereo unspecified)
-6	20%	COC(=O)C[C@@H]1OC[C@H](C(C)C)N1S(=O)(=O)c1ccc(C)cc1
0	u	CSc1ccc(C(=O)O)s1
-1	-5%	COc1ccccc1-n1ccn2c(SCC(=O)N3CCN(c4ccccc4F)CC3)nnc2c1=O

(continued)
SMILES | LDHA block | 12-LOX inh
COc1cc(/C=N/OCc2cccc(C(F)(F)F)c2)ccc1OCc1ccc(Cl)cc1 | 8 | u
CCOc1ncccc1CNC(=O)c1cc2cc(OC)ccc2nc1C | -3 | 24%
Cc1nc2c(cnn2C(C)C)cc1C(=O)N(C)Cc1ccc(Cl)cc1Cl | -9 | -3%
O=C1/C(=C/c2ccccc2)Cc2ccccc21 | 3 | 0%
CN(C(=O)COC(=O)Cn1cnc2c1c(=O)n(C)c(=O)n2C)c1ccccc1 | -3 | -4%
Cc1ccc(S(=O)(=O)N(CC(=O)NC(C(C)C)C(C)C)c2ccccc2C)cc1 | 7 | -4%
O=C(NCc1cccn1Cc1ccc(Cl)cc1)NC12CC3CC(CC(C3)C1)C2 | 7 | u
O=C(NCc1ccccc1)NC(c1ccccc1)c1cccs1 (stereo unspecified) | -21 | 27%
COc1cc(C)ccc1OCCOc1ccc(Br)cc1 | 9 | -21%
COc1ccc2cc(-c3csc(Nc4ccc(F)cc4)n3)c(=O)oc2c1 | -2 | u
COC(=O)c1ccc(NC(=O)Cn2cccc2-c2nc(-c3ccc(C)cc3)no2)cc1 | 2 | 2%
Cc1ccc(NC(=O)c2ccc3ccccc3n2)cc1Cl | 11 | -21%
COc1cccc(-c2nc(CC(=O)NC3CCN(Cc4ccccc4)CC3)cs2)c1 | 3 | u
CN(Cc1ccsc1)C(=O)CCc1ccsc1 | 3 | 0%
Cc1cccc(Cn2c(N3CCN(CC(N)=O)CC3)nc3c2c(=O)[nH]c(=O)n3C)c1 | 5 | -8%
COCCn1c(SCC(=O)Nc2cccc(C(F)(F)F)c2)nc2ccsc2c1=O | -6 | -28%
CCC(NC(=O)C12CC3CC(CC(C3)C1)C2)c1ccccc1 (stereo unspecified) | 5 | 11%
O=C(CSc1nc2ccccc2s1)c1ccc2c(c1)OCCO2 | 14 | 3%
CCCc1cc(=O)n2nc(N3CCC(C(=O)NCc4cccc(Br)c4)CC3)sc2n1 | -10 | 1%
FC(F)(F)c1cc(-c2ccccc2)nc(SCc2cccnc2)n1 | -4 | -18%
CCOC(=O)[C@]12CCCC=C1N(Cc1cccc3ccccc13)C(=O)[C@H](CC(=O)NCCCN1CCCC1=O)C2 | 2 | 8%
O=C(CNC(=O)c1ccc2c(c1)OCO2)Nc1ccc2c(c1)-c1ccccc1C2 | 4 | -23%
CC(C)Cc1ccc(C(C)C(=O)NC(CC(C)C)C(N)=O)cc1 (stereo unspecified) | 3 | 7%
O=C(NC12CC3CC(CC(C3)C1)C2)c1cccc(I)c1 | -3 | u
Cc1c(-c2ccccc2)nc2ccccc2c1C(=O)OCc1ccc(-c2ccccc2)cc1 | 5 | 5%
COc1cc(Br)c(C#N)cc1OC | 2 | u
Cc1cccc(C(C)C)c1NC(=O)c1cnc2ccccc2n1 | -5 | u
Cc1ccc(C)c(S(=O)(=O)NCc2ccccc2S(=O)(=O)N2CCCCC2)c1 | 7 | -6%
COCC(C)NC(=O)CSc1cc(-c2ccccc2)c2ccc(OC)cc2n1 (stereo unspecified) | 5 | -29%
CCCC(=O)Nc1ccc(Cl)c(-c2nc3ccccc3o2)c1 | 0 | u
O=C(COc1ccccc1C(=O)Nc1ccccc1)NC1CC1 | 3 | 28%
CCc1ccc2c(Cn3nc(C)c(C)c(C#N)c3=O)cc(=O)oc2c1 | 10 | u
CC(C)C[C@@H]1Cc2[nH]c(=S)[nH]c(=O)c2[C@H](CCc2ccccc2)O1 | 2 | -20%
CCN(CC)C(=O)CSc1ncc(-c2ccc(Br)cc2)o1 | -5 | -27%
CCC(C)n1nnc2cc(S(=O)(=O)N3CCC(C(=O)Nc4ccccc4OC)CC3)ccc21 (stereo unspecified) | 16 | 60%[activator]
O=C(Nc1nonc1-c1ccc2c(c1)CCCC2)c1cc(=O)c2ccccc2o1 | 10 | -37%
CCCNCC1CCCCC1 | 2 | 0%
Cc1c(O)ccc2c(CN3CCN(c4ccc(F)cc4)CC3)cc(=O)oc12 | -2 | -15%
COc1cc(CNn2cnnc2)cc(Cl)c1OCc1ccccc1 | 2 | u
COC(=O)[C@]12CCCCC=C1N(Cc1ccc(Cl)cc1Cl)C(=O)[C@H](CC(=O)NCCC(C)C)C2 | -1 | 0%
Clc1cccc(CSc2cccc3cccnc23)c1 | 2 | u
NCC1CCN(CCc2ccccc2)C1 (stereo unspecified) | 0 | -24%
O=C(c1cnc(N2CCCCC2)c2ccccc12)N1CCN(c2ccccn2)CC1 | 5 | 14%
CCOc1ccc2ccccc2c1CNCC(O)c1ccccc1 (stereo unspecified) | -5 | 4%
COc1cc(Cl)c(NS(=O)(=O)c2cc(-c3n[nH]c(=O)c4c3CCCC4)ccc2C)c(OC)c1 | 0 | u
C=C(C)CN(CC)C(=O)CCc1ccsc1 | -13 | 6%
Cc1ccc(C)c(C(NC(=O)c2ccccc2F)c2cccnc2)c1 (stereo unspecified) | 3 | 38%[activator]
CCCCn1nnnc1C(c1ccccc1)N1CCN(c2c(Cl)cncc2Cl)CC1 (stereo unspecified) | 2 | 0%
CC1=C/C(=N/NC(=S)Nc2cc(C)ccc2C)CC1 | 0 | u
CCOc1ccccc1NC(=O)CSc1nc2ccsc2c(=O)[nH]1 | 7 | -4%
Cc1ccc(NC(=O)C(C)SC(c2ccccc2)c2ccccc2)cc1F (stereo unspecified) | 4 | 17%
Cc1ccc(-c2cc(C(=O)N3CCCCCC3)c3ccccc3n2)o1 | 2 | u
CCCc1c(-c2ccccc2F)ncn1CCc1ccccc1OC | 5 | u
CCC1(C)CC(CCNCc2ccccc2)(C(C)C)CCO1 (stereo unspecified) | 0 | 7%
CC(C)n1cnc2nc(CSc3ccc(NC(=O)c4cccc(F)c4)cc3)cc(=O)n21 | 6 | -3%
O=C(N[C@H](CO)Cc1ccccc1)c1nc(-c2cccc3[nH]ccc23)no1 | 7 | u
COCCNC(=S)NC1CC(C)(C)NC(C)(C)C1 | 2 | 2%
N#Cc1cccnc1NCCNC(=O)Nc1cn[nH]c1 | -6 | 4%
Cc1ccc(C)c(-c2cc(-c3ccccc3)c3ccccc3n2)c1 | 2 | -19%
CCN(CC)c1ncnc2c1sc1nc3c(cc12)COC(C)(C)C3 | 9 | 12%

12-LOX inh, what is marked active above
SMILES | LDHA block | 12-LOX inh
CCOc1ccc(NC(=O)CSC2=C(C#N)C(c3ccccc3Cl)C(C(C)=O)=C(C)N2)cc1 (stereo unspecified) | 5 | 32µM*

Following part
SMILES | LDHA block | 12-LOX inh
COc1cc(OC)cc(C(=O)OCC(=O)Nc2c(C)cccc2C(C)C)c1 | 7 | 11%
Cn1nc(C(=O)N2CCCC(c3nc4ccccc4s3)C2)c2ccccc2c1=O (stereo unspecified) | 5 | -11%
O=C(OCC(=O)c1cccs1)c1cccc(O)c1 | 8 | 0%
O=C(Nc1ccccc1Br)c1cc2ccc(O)cc2oc1=O | -3 | u
CC(C)OCc1cccc(CNC(=O)C2CCCCC2)c1 | 5 | 3%
COc1ccccc1N1CCN(CCCS(=O)(=O)c2ccc(Cl)cc2)CC1 | 13 | u
COc1ccc(Cl)c(Cn2c(NC3CCCCC3)nc3c2c(=O)n(C)c(=O)n3C)c1 | 11 | 5%
O=c1oc(-c2ccccc2)cc(-c2ccccc2)c1-c1ccccc1 | -4 | u
CCCCNC(=O)c1cc(-c2ccccc2)sc1N | 4 | u
CCCC(=O)Nc1ccc(CNCc2ccc(F)cc2F)cc1 | 3 | u
CCCNc1c(NS(=O)(=O)c2ccc(OC)cc2)c(=O)oc2ccccc12 | 1 | u
COC(=O)COc1nc(-c2ccco2)c2c(c1C#N)CCC2 | 2 | -13%
O=C(Nc1ccc2c(c1)CCC2)c1cc(-c2ccncc2)nc2ccc(Br)cc12 | 0 | -11%
CCC(=O)Nc1c(-c2cc(=O)oc3ccc(CC)cc23)oc2ccccc12 | 11 | u
O=C(CCc1nc2sc3c(c2c(=O)[nH]1)CCC3)N1CCCCC1 | -18 | u

Reformatted as labelled records: 3 of the compounds above
CCCCNC(=O)c1cc(-c2ccccc2)sc1N
  LDHA block = 4; 12-LOX inh = u
CCCC(=O)Nc1ccc(CNCc2ccc(F)cc2F)cc1
  LDHA block = 3; 12-LOX inh = u
CCCNc1c(NS(=O)(=O)c2ccc(OC)cc2)c(=O)oc2ccccc12
  LDHA block = 1; 12-LOX inh = u

The list goes on:
SMILES | LDHA block | 12-LOX inh
O=C(N/N=C/c1cccc(Br)c1)C1CC1 | 5 | 24%
O=[N+]([O-])c1ccc(F)cc1OCc1cc(Cl)c2c(c1)OCCO2 | 0 | 1%
CCC(C)C(=O)NCc1cccc(COC(C)C)c1 (stereo unspecified) | 0 | 19%
COc1ccc(CCN[C@H]2CS(=O)(=O)C[C@@H]2S(=O)(=O)c2ccc(F)cc2)cc1OC | -1 | 28%
Cc1nc2cc(NC(=O)c3ccc(C)c(F)c3)ccc2o1 | 0 | 0%
COc1cccc(Nc2nc(-c3ccc(CN(C)C(C)=O)cc3)cs2)c1 | 0 | -30%
CCOC(=O)C1=NOC2(C1)C(=O)Nc1c(Cl)cccc12 (stereo unspecified) | -3 | 0%
Cn1nc(C(=O)N2CCC(C(=O)Nc3ccc4c(c3)OCO4)CC2)c2ccccc2c1=O | -6 | 18%
O=C(Nc1ccc(F)cc1F)c1cnn2c3c(cnc12)CCCCC3 | -1 | -7%
O=C(CSc1ncnc2sc3c(c12)CCC3)Nc1ccc(Cl)cn1 | -1 | 14%
COc1cc(-c2nnc(SCC(=O)NC3CCCc4ccccc43)o2)cc(OC)c1OC (stereo unspecified) | 10 | -17%
COc1ccc(-c2c(C)c3ccc(OC(=O)c4ccco4)cc3oc2=O)cc1 | 6 | 5%
CCCCC(CC)C(=O)NCc1cccs1 (stereo unspecified) | -1 | 2%
O=C(NCc1ccc2c(c1)OCO2)c1cc2cc(Cl)ccc2[nH]1 | 1 | u
CC(Cn1cccn1)NC(=O)N1CCN(Cc2cccnc2)CC1 (stereo unspecified) | -3 | u
CCCn1c(=O)n(CCC(=O)Nc2c(C)cccc2C)c2ccccc21 | -9 | -18%
C=CCN(Cc1ccc(C#N)cc1)S(=O)(=O)c1cccs1 | -1 | u
Cc1cccc(C(=O)N/C(=C/c2ccco2)C(=O)O)c1 | 22 | u
CSc1ccc(NC(=O)C2C(C=C(C)C)C2(C)C)cc1 (stereo unspecified) | -18 | -23%
COc1ccccc1NC(=O)C1=C(C)Nc2nc(SC)nn2C1c1cccnc1 (stereo unspecified) | -9 | 39%[activator]
O=C(NCc1coc(-c2cccs2)n1)C1CCCN(C(=O)c2ccc(F)cc2)C1 (stereo unspecified) | -5 | -2%
Cc1cc(C(=O)NC2CCN(Cc3ccccc3)CC2)c2c(C)nn(-c3cccc(F)c3)c2n1 | 9 | u
C=CCNC(=S)N/N=C/c1ccccc1C(F)(F)F | -7 | 2%

Screening results from PubChem.

A portion of the library (hit frequency here may not be typical).
